Screening data deposited in PubChem BioAssay by several laboratories.
EP2 mod – EP2 receptor modulators, cAMP readout, primary screen, cell-based, HTRF cAMP, PGE2 stimulation. EP2-expressing cells, cAMP HTRF FRET, PGE2 co-stimulation. induction, % at 25 µM. Prostaglandin E2 receptor EP2 subtype (Homo sapiens), P43116. actives 0.83% (n = 260,000);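 active means compounds whose cAMP rise, as percent of the full-agonist control response, exceeds 60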;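 further: rat C6 glioma line stably carrying human EP2 under a CMV promoter; the protocol text gives 20 µM as final concentration; 100% = response of wells given 1 µM PGE2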
RBBP9 inh – human RBBP9 inhibitors, primary screen, biochemical, fluorescence polarization, FP-Rh probe, HTS; recombinant RBBP9; inhibition, % at 7.94 µM; actives 0.2% (n = 220,000);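 active means inhibition above the campaign mean of all tested compounds plus 3 SD, cut at about 14% in these data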;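 further: plate controls were DMSO wells with RBBP9 for no effect and wells lacking RBBP9 protein for full effect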
Target sequence (O75884 whole entry, looked up): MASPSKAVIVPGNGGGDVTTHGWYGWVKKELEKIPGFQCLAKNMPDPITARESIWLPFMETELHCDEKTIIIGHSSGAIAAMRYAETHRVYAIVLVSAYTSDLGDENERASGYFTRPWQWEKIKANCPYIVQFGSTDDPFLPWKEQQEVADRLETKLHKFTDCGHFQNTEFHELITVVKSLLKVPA
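Measured by: FP readout at 525/598 nm; material: recombinant human RBBP9; also added: Serine-hydrolase probe FP-Rh, 375 nM pre-mixing; medium: Tris buffer pH 8.0, NaCl, Pluronic; replication: one well per compound; doses: one concentration, 7.94 µM nominal, 0.794% DMSO; timing: preincubation 30 min plus labeling 45 min at 25 °C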
Runt-CBFb FRET – inhibitors of RUNX1 Runt–CBFb binding, primary screen, biochemical, FRET, Cerulean-Runt, Venus-CBFb, uHTS; inhibition, % at 20 µM; Cerulean-Runt/Venus-CBFb FRET ratio 530/480, 1 h; actives 0.46% (n = 220,000); AID 1496, 2009;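 active means inhibition over about 50% at 20 µM in the single-dose screen, limit read from the data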;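 further: 0% = DMSO wells and 100% = excess unlabeled CBFb competitor control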
Target sequence (Q01196 whole entry, looked up): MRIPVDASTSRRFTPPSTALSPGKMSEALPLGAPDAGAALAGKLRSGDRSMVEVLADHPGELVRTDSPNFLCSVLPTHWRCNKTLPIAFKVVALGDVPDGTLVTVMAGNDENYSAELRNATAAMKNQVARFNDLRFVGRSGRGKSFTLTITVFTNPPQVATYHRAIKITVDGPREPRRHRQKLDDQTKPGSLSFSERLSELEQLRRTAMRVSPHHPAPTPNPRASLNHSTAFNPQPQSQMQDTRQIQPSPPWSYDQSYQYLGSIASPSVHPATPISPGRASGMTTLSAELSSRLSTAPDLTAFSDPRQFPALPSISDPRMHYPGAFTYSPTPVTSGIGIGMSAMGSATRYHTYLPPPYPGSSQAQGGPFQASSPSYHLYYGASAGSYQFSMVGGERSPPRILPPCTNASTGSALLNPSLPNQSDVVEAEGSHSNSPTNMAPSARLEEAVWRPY
Target sequence (Q13951 whole entry, looked up): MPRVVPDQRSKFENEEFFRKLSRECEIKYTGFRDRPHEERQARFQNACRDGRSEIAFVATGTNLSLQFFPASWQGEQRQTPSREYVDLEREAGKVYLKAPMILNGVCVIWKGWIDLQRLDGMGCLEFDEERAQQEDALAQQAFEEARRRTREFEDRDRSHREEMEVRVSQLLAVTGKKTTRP
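Buffer or medium: Tris pH 7.5 buffer with BSA. Assay system: Cerulean-labeled Runt domain protein. Amount: each fluorescent fusion protein 100 nM. Read-out basis: loss of energy transfer signal. Incubation: 1 h compound exposure, room temperature. Probe or stimulus: Venus-CBFb binding partner, 100 nM. Detection: FRET, excitation 422 nm, emission at 530 and 480 nm.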
TNF necrop inh – inhibitors of TNF-alpha triggered necroptosis, primary screen, cell-based, Jurkat FADD-/-, single concentration; Jurkat FADD-/- TNF necroptosis rescue, ATP luminescence, 24 h; 0 = TNF only, 100 = no-TNF cells; activation (protection from cell death), % at 10 µM; actives 0.068% (n = 220,000); AID 463075, 2010;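 active means activation, meaning protection from cell death, of at least 50% relative to plate controls; inactive means activation below 50%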;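 further: necroptosis triggered by 40 ng/mL TNF-alpha added together with compound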
Hck-Nef inh – inhibitors of Nef-activated human Hck kinase, primary screen, biochemical, Z-Lyte FRET, 384-well, Hck-YEEI. Tyrosine-protein kinase HCK (Homo sapiens), P08631. Recombinant Hck-YEEI plus Nef, Z-Lyte FRET kinase assay. inhibition, % at 20 µM. actives 0.68% (n = 220,000);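 active means Hck-Nef kinase inhibition above about 50%, limit read from the data; inactive means inhibition below that limit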;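 further: 0% = DMSO with Hck plus Nef and 100% = Hck alone without Nef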
L929 necroptosis – inhibitors of zVAD-triggered necroptosis, primary screen, L929 cells | L929 zVAD necroptosis rescue, ATP luminescence, 24 h; with zVAD 60 µM | viability rescue, % at 10 µM | actives 0.38% (n = 220,000);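 active means activation, scaled between plate controls, above about 75%, limit read from the data; inactive means activation under that limit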;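 further: 0% = zVAD with DMSO and 100% = DMSO alone without zVAD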
EP2 antag – human EP2 receptor antagonists, primary screen, TR-FRET cAMP, C6 glioma cells | C6 glioma cells expressing human EP2; cells stimulated with saturating PGE2 | inhibition, % at 25 µM | actives 0.52% (n = 260,000) | AID 1422, 2008;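 active means percent inhibition above 40 after rounding to a whole number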;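 further: rat C6 glioma host cells with rolipram phosphodiesterase inhibitor present; the protocol text gives 20 µM as final concentration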
Runt-SMMHC FRET – inhibitors of RUNX1 Runt–CBFb-SMMHC binding, primary screen, biochemical, FRET, Cerulean-Runt, Venus-CBFb-SMMHC, uHTS. Runt-related transcription factor 1 (Homo sapiens) + Core-binding factor subunit beta …. Cerulean-Runt/Venus-CBFb-SMMHC FRET ratio 530/480, 1 h. inhibition, % at 20 µM. actives 0.74% (n = 220,000). AID 1434, 2008;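 active means mean inhibition across duplicate retests at 20 µM reaching about 50%, limit read from the data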;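 further: 0% = DMSO wells and 100% = wells with excess untagged CBFb-SMMHC; inhibitors lower the FRET ratio by blocking Runt binding to CBFb-SMMHC; some results filed as inactive read as strong as hits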
PERK inhibitor – block of dimerizer-induced PERK translation repression, primary screen, PERK inhibitor project, CHO PERK-DD cells, SEAP luminescence, HTS; CHO PERK-DD fusion, SEAP luminescence translation reporter; inhibition, % at 5.6 µM; actives 0.17% (n = 220,000); AID 1416, 2008;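 active means inhibition above the mean inhibition of all tested compounds plus 3 SD, set separately per screening campaign, cut at about 2.9% in these data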;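 further: PERK kinase domain activated by AP20187 dimerizer at 100 nM; 0% = DMSO with dimerizer and 100% = rapamycin at 8.4 µM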
The depositor's hits bear a star; / = not tested or not shown; & = joins results of further samples.

no.	mol	EP2 mod	RBBP9 inh	Runt-CBFb FRET	TNF necrop inh	Hck-Nef inh	L929 necroptosis	EP2 antag	Runt-SMMHC FRET	PERK inhibitor
1	O=C1[C@@H]2C(Cc3ccc(O)cc3)NC3(C(=O)Nc4ccc(F)cc43)[C@@H]2C(=O)N1c1ccccc1 (stereo partly specified)	-37	-3	0	0.2	2	1.5	11	0	0.3
2	Cc1ccc(NC(=O)CS(=O)CC(=O)NCC2OCCc3ccccc32)c(C)c1 (stereo unspecified)	-18	-6	-4	-2.1	1	-0.3	6	-2	-1.0
3	CCN(CCCCCCN)c1ccc2c(=O)[nH][nH]c(=O)c2c1	20	-12	-3	1.2	7	1.1	4	-2	0.9
4	O=C(C1=C[C@@H](C2CCCCC2)C[C@@H](OCc2ccc(CO)cc2)O1)N1CCN(Cc2ccccc2)CC1	-30	-6	-5	1.4	8	0.2	6	-2	1.3
5	COCC(C)n1c(C)cc(C(=O)COC(=O)c2ccc(N3CCCC3=O)cc2)c1C (stereo unspecified)	-7	-8	1	-7.5	-1	69	9	4	-0.8
6	COc1cc2c(cc1OC)CN(C(=O)c1ccc(S(=O)(=O)N(C)c3ccccc3)cc1)CC2	-15	0	-6	1.5	20	-0.1	5	-4	0.5
7	COCCN1C(=O)C(O)=C(C(C)=O)C1c1ccc(F)cc1 (stereo unspecified)	32&15	-7	-3	0.4	-2	-0.1	13&27	-1	0.9
8	CC1CCCN(C(=O)CN2CCC(c3nc4ccc(Cl)cc4[nH]3)CC2)C1 (stereo unspecified)	-5	-1	0	2.1	18	0.4	6	-4	1.4
9	Cc1nn(C)c(NC(=O)c2ccc([N+](=O)[O-])cc2)c1Cl	-9	-9	1	-1.4	3	0.2	5	-2	0.4
10	OCCC1CN(Cc2ccccc2-c2ccco2)CCN1Cc1ccccc1 (stereo unspecified)	2	0	7	1.7	2	0.0	5	4	0.1
11	O=C(CSc1ncn[nH]1)OCN1C(=O)c2ccccc2C1=O	0	-7	0	-0.2	2	-0.3	9	-4	2.1
12	c1cnc(SCCOc2cccc3ccccc23)nc1	29	2	-1	-1.0	2	-1.1	12	2	0.6
13	CCOc1ccccc1NC(=O)CCN1CCN(S(=O)(=O)c2ccc(Br)cc2)CC1	-22	-9	-2	-0.1	0	0.0	10	-3	0.3
14	O=C(O)CCn1cc(/C=C/C(=O)c2ccc(Cl)cc2)c(-c2cccc(Br)c2)n1	13	-16	5	-0.4	55*	0.5	7	-3	-0.6
15	O=C1c2cccc3cccc(c23)C(=O)N1c1cccnc1	39	-8	1	0.8	1	-0.1	17	-2	0.7
16	CC(C)OP(=O)(OC(C)C)C(Nc1ccccc1)c1ccccc1C(F)(F)F (stereo unspecified)	29	-6	-10	1.4	-3	-0.6	7	-1	-0.2
17	CC(C)CNC(=O)CSc1nnc(-c2ccccn2)n1Cc1ccccc1	1	1	0	-2.3	3	0.2	23	0	0.0
18	CCOC(=O)/C(C#N)=C/c1cccc([N+](=O)[O-])c1	-23	-2	-1	-4.1	4	0.1	10	3	1.4
19	COc1ccc(C(=O)C[n+]2cccc(C)c2C)cc1[N+](=O)[O-]	26	-4	3	0.4	21	17	11	-2	1.6
20	Cc1cc(=O)oc2cc(OC(C)C(=O)N3CCCc4ccccc43)ccc12 (stereo unspecified)	19	4	3	-2.1	-5	0.0	12	0	-1.3
21	COc1cccc(/C=C2\C(=O)C(=O)c3ccccc32)c1	-48	-5	0	-8.9	0	-0.7	20	-3	0.4
22	COc1ccc(/C=c2\sc3nc(-c4ccccc4OC)nn3c2=O)c(OC)c1	-8	-5	-19	-6.6	18	0.1	8	-40	1.1
23	CCOC(=O)c1c(C)[nH]c(C)c1C(=O)COC(=O)[C@@H]1CCCN1S(=O)(=O)c1ccc(Cl)cc1	-43	-10	0	-2.1	-17	-0.6	11	3	-0.2
24	Cc1ccccc1N(CC(=O)Nc1ccc(F)cc1)S(C)(=O)=O	3	-7	-2	2.3	-16	-1.1	8	3	-0.2

Looked up above:
PERK inhibitor result of O=C(O)CCn1cc(/C=C/C(=O)c2ccc(Cl)cc2)c(-c2cccc(Br)c2)n1 reads -0.6
TNF necrop inh result of COc1ccc(C(=O)C[n+]2cccc(C)c2C)cc1[N+](=O)[O-] reads 0.4

Going on with the list.
no.	mol	EP2 mod	RBBP9 inh	Runt-CBFb FRET	TNF necrop inh	Hck-Nef inh	L929 necroptosis	EP2 antag	Runt-SMMHC FRET	PERK inhibitor
25	CN(Cc1cccs1)C(=O)CCc1ccc(S(=O)(=O)N2CCOCC2)cc1	5	-10	0	1.8	-1	-0.1	6	-3	-0.3
26	O=C(CCc1c[nH]c2ccccc12)NCC(=O)Nc1ccc(F)c(F)c1F	-4	-2	-1	-0.1	15	0.3	1	0	0.3
27	COc1ccc(N(CC(=O)Nc2ccc(OC)cc2OC)S(=O)(=O)c2ccccc2)cc1	-9	6	1	-1.2	18	0.8	12	0	-0.4
28	O=c1[nH]c2cc3c(cc2cc1C(c1nnnn1Cc1ccccc1)N1CCN2CCCC2C1)OCCO3 (stereo unspecified)	18	-6	-10	-2.2	0	0.7	7	-41	0.2
29	Cn1cccc1C(=O)NC(=O)COC(=O)C12CC3CC(CC(O)(C3)C1)C2	-3	-2	2	-0.4	-19	0.3	6	-2	0.8
30	COc1cc(C(=O)COC(=O)CNC(=O)C2CCCCC2)cc(OC)c1OC	21	-3	0	-1.5	8	0.2	/	-1	0.0
31	N#CCSc1nc2ccccc2c(=O)n1C1CCCCC1	71*	-9	-2	4.7	0	5.7	12	2	0.7
32	CC1(C)CC(CCC(=O)NC(=S)Nc2ccccc2Cl)C(=O)O1 (stereo unspecified)	-16	-6	0	1.8	24	0.6	7	1	-0.2
33	O=C(Nc1cccnc1)c1cnc2ccccc2n1	28	-5	-2	-1.0	10	0.8	7	1	0.9
34	COc1ccc(C2CC2/C(=N/O)c2ccccn2)cc1 (stereo unspecified)	-1	-7	2	0.2	20	0.1	4	4	0.5
35	Cc1nc(SC(C(N)=O)c2ccccc2)c(C#N)c(C)c1C (stereo unspecified)	0	-2	-1	-0.4	17	0.9	7	-3	0.0
36	CCN(CC#CCC(O)(c1ccccc1)c1ccccc1)C(C)C	3	-2	-2	1.7	6	-0.4	8	3	1.1
37	COC(=O)CS(=O)(=O)c1ccc(C)cc1	3	-1	2	1.4	21	1.7	5	-6	0.1
38	COc1cc2nc(-c3ccc(Br)o3)oc(=O)c2cc1OC	5	-9	0	-2.0	11	0.0	40*	2	0.5
39	O=S1(=O)C=CC(Nc2ccccc2)C1 (stereo unspecified)	36	2	/	0.6	1	0.6	8	1	0.6
40	CCC(=O)Nc1ccc(C(=O)Nc2ccc(Br)cc2F)cc1	7	-7	0	1.3	-5	5.7	7	-2	1.5
41	Cc1noc(NC(=O)c2ccccc2Cl)c1C#N	1	2	-1	-2.6	2	0.1	19	0	1.4
42	Cc1c(O)ccc2c(CN3CCN(C/C=C/c4ccccc4)CC3)cc(=O)oc12	-18	-12	44	-7.7	40	0.8	15	81*	-0.5
43	Cc1cc(Cl)ccc1OCCCC(=O)N/N=C/c1cccc([N+](=O)[O-])c1	-22	-9	1	2.1	4	1.2	6	-2	-0.1
44	CC(=O)c1cccc(NS(=O)(=O)c2cc(OCC(N)=O)c(C)cc2Cl)c1	9	8	-2	-2.3	-3	0.2	7	4	1.8
45	CCCCOC(=O)Cc1c(O)c2ccccc2[nH]c1=O	14	1	-2	0.5	0	0.8	15	-2	0.1
46	COc1ccc(CNC(=O)C2CCNCC2)cc1	-5	-6	1	-1.2	-1	0.0	13	4	-0.7
47	O=C1CC(N2CCOCC2)C(=O)N1c1cc(Cl)cc(Cl)c1 (stereo unspecified)	18	-6	2	1.9	-3	2.6	5	-6	1.4
48	COc1ccc(/C=C/c2nc(-c3ccccc3O)n[nH]2)cc1OC	-18	-7	7	0.5	11	81*	31	0	0.8
49	CC(C)(C)C(=O)N1CCC[C@@]1(CO)C(=O)O	18	-7	-3	1.0	2	0.2	2	2	0.0
50	Nc1ccccc1Nc1cc(-c2ccccc2)[nH]n1	-40	-1	3	-13	3	91*	5	-1	0.8
51	COc1cc(OC)cc(C(=O)NC(=S)NCc2ccco2)c1	-17	-6	1	-1.1	1	0.3	6	-1	1.2
52	COc1ccccc1NS(=O)(=O)c1cc(NC(=O)c2ccco2)ccc1N1CCOCC1	-48	-10	0	2.4	-33	-1.7	5	-3	0.7
53	Cc1ccc(NC(=O)O/N=C2\CCCCC2c2ccc([N+](=O)[O-])cc2[N+](=O)[O-])cc1 (stereo unspecified)	6	-1	1	-4.2	-2	-0.2	/	-7	0.4
54	CCO[C@H]1OC(C(=O)NCc2ccccc2)=C[C@@H](C)[C@@H]1CCCO	5	-2	-2	0.1	-1	0.6	1	1	1.1
55	O=C(Oc1cccnc1)c1ccco1	9	-3	0	0.5	-19	0.1	15	2	0.1
56	CCOC(=O)c1[nH]c2ccc(OC)cc2c1NC(=O)N1CCOCC1	-10	-3	4	-2.3	-1	-0.3	11	-2	0.0
57	CC12CN3CC(C)(CN(C1)C3c1ccccc1Cl)C2O (stereo unspecified)	18	-1	-2	-0.8	0	1.2	12	-4	0.1
58	CC(C)N(CCNCC(O)COc1ccc(C(C)(C)c2ccccc2)cc1)C(C)C (stereo unspecified)	-30	-7	-3	0.8	1	17	8	-2	0.1
59	CCOC(=O)c1nc2sc3c(c2c(=O)[nH]1)CCC(C)C3 (stereo unspecified)	-15&23	16*	3	0.1	15	0.0	6&9	-39	0.6
60	CC(C)Cc1nnc(NC(=O)CCC(=O)Nc2ccc(F)cc2)s1	-16	-3	3	1.2	-2	0.8	9	-2	1.3
61	CCCn1c(=O)c2ccccc2n2c(SCCOc3ccc(OC)cc3)nnc12	-3	-9	1	2.6	3	0.2	9	-2	0.1
62	C=CCSc1nc2sc(C)c(C)c2c(=O)[nH]1	19	-3	0	3.6	0	1.6	8	3	0.8

This is a subset; count on the stated rates, not on these rows.
